# High-throughput results: PubChem BioAssay, several laboratories
# MC4R barr agon: agonists of human melanocortin 4 receptor (MC4R) beta-arrestin | activation, % at 8.9 µM | actives 0.98% (n = 360,000) | P32245 | U2OS MC4R beta-arrestin complementation, luminescence; percent of melanotan II response, DMSO zero;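 active = activation above a per-plate cutoff, the mean activation of sample wells on that plate plus 3 SD, cut at about 8% in these data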
# CaV13 ICDI inh: Primary screen for inhibitors of IQ motif and Ca2+-dependent inactivation inhibitor domain binding in CACNA1D, Förster resonance energy transfer in living cells, …. HEK cells, CFP/YFP FRET ICDI-IQ, plate reader, 10 min; percent FRET-ratio fall versus neutral wells. inhibition, % at 12.3 µM. actives 0.098% (n = 340,000). AID 743397;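 active = mean replicate inhibition of at least 30% and at least 1% of replicates passing that level; inconclusive = only one of the two criteria is met; inactive = neither criterion is met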;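 note: 0% = median of the neutral control wells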
# aDG glyco up: increases alpha dystroglycan glycosylation; Pro5-aDG cells, alpha-DG glycosylation AlphaScreen (IIH6); 0% Pro5, 100% B10-LARGE cell signal; activation, % at 10 µM; actives 0.22% (n = 360,000); AID 624168;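 active = activation of at least 8% versus controls, or a plate z-score of at least 8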;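 note: Pro5 are CHO cells carrying HIG-tagged alpha-DG that lacks glycosylation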
# Vif inh: HIV Vif inhibition | HEK293T cells, Vif self-association by quenched fluorescence, imaging, 24 h | inhibition, % at 7.49 µM | actives 0.35% (n = 340,000) | AID 602346; in the data active = inhibition above about 50%, passing the limit was not always enough; inconclusive = no clear call, values can overlap the other calls; inactive = below about 31%; note: some results filed as inactive read as strong as hits
# Cardio protect: protects H9c2 cardiomyocytes from peroxide injury. H2O2 injury protection, ATPLite, 2 h. protection from H2O2 cell death, % at 20 µM. actives 0.63% (n = 360,000). AID 588492;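 active = compounds giving at least 50% protection of heart cells from peroxide-induced death in the single-dose screen, raw or plate-pattern-corrected value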;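 note: 0% = DMSO wells with peroxide and 100% = DMSO wells without peroxide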
# PDI inh: blocks human protein disulfide isomerase activity; inhibition, % at 10 µM; PDI insulin aggregation turbidity, A650, 90 min; P07237; actives 0.052% (n = 350,000);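 active = mean inhibition across replicates of 30% or more, whatever share of single replicates reach that level; inconclusive = mean inhibition below 30% while every single replicate reaches 30%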;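 note: absorbance from insulin aggregation driven by PDI reduction with DTT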
# Target sequence (P07237 whole entry, looked up): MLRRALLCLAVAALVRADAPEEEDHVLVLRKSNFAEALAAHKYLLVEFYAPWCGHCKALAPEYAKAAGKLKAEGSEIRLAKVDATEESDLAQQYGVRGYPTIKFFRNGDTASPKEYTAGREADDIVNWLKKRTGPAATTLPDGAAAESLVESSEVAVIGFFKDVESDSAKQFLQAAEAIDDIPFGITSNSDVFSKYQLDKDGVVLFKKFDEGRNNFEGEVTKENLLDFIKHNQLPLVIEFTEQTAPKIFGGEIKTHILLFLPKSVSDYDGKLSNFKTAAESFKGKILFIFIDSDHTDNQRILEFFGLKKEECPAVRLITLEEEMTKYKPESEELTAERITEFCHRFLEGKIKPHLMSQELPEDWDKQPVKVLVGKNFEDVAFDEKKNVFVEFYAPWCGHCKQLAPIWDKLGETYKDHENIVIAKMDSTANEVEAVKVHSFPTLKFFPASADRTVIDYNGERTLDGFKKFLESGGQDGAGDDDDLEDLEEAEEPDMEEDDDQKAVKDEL
# ABCB6 inh 2: blocks the human ABCB6 transporter; fluorescence ratio to DMSO, % at 10 µM; AID 602162; actives 0.19% (n = 360,000); K562-ABCB6 porphyrin accumulation, flow cytometry, 1 h; stronger effect = lower value;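 active = fluorescence ratio to DMSO below 75%, the collection mean minus 3 SD; inconclusive = too few cells collected in the well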;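 note: signal is porphyrin accumulated inside mitochondria; 100% equals median channel fluorescence of DMSO control wells; lower ratio means ABCB6 inhibition with less porphyrin fluorescence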
# MC4R antag cAMP: antagonists of human melanocortin 4 receptor (MC4R). MC4R-expressing cells, MTII-stimulated cAMP, LANCE TR-FRET. inhibition, % at 6.5 µM. actives 0.48% (n = 360,000). AID 540295;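 active = inhibition above its plate's cutoff, the mean of tested wells on that plate plus 3 SD, cut at about 29% in these data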;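 note: 0% = Melanotan II alone and 100% = Melanotan II plus saturating MCL0020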
#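 System – human MC4R-expressing U2OS cells · Also added – Melanotan II · Dosing – one concentration, 6.5 µM nominal · Timing – 30-min compound, 1-h challenge, 1-h detection, room temperature · Measured by – Eu-cAMP/anti-cAMP TR-FRET, emission 671 nm · Replicates – singlicate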
# HTR2A ag: agonists of mouse serotonin 5-HT2A receptor (HTR2A) | AID 624169 | actives 0.66% (n = 360,000) | P35363 | activation, % at 7.6 µM | CHO-K1 mHTR2A beta-arrestin complementation, luminescence; percent of 30 µM serotonin response;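 active = activation above a run cutoff, the mean activation of all tested compounds plus 3 SD, cut at about 14% in these data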;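 note: 0% = plate median of compound wells and 100% = 30 µM serotonin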
# Target sequence (P35363 whole entry, looked up): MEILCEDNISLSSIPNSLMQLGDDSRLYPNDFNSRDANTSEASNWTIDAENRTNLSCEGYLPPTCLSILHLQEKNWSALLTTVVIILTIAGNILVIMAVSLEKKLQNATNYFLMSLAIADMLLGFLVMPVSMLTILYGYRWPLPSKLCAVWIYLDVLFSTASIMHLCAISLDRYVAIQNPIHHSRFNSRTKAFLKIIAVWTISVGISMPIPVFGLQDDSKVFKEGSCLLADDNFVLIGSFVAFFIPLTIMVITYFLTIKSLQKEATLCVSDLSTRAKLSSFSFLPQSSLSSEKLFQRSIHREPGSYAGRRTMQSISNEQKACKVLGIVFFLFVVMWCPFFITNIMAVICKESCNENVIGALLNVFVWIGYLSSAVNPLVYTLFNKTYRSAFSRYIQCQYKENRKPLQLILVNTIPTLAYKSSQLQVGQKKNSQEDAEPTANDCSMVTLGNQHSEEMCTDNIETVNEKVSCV
# N-glyco inh: blocks N-linked glycosylation in D54 reporter cells. D54 ERlucT glycosylation luciferase reporter, 24 h; percent of 100 nM tunicamycin response. reporter increase, % at 12.5 µM. actives 0.23% (n = 360,000);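 active = mean luciferase reporter signal, scaled so untreated is 0 and the glycosylation-blocking control 100, at or above a set limit in every replicate; inconclusive = mean reaches the limit but not every replicate does; inactive = mean below the limit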;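 note: luciferase carries N-glycosylation sites so blocking glycosylation raises the light; 0% = median of neutral control wells and 100% = median of 100 nM tunicamycin wells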
# * marks the source's active call; other numbers are inactive results; ? = inconclusive; · = no result given.
cpd	SMILES	Cardio protect	ABCB6 inh 2	CaV13 ICDI inh	Vif inh	HTR2A ag	aDG glyco up	N-glyco inh	PDI inh	MC4R barr agon	MC4R antag cAMP
1	CCCCN(C(=O)c1cccc(S(=O)(=O)N2CCOCC2)c1)c1c(N)n(CCC)c(=O)[nH]c1=O	0	101	-2	-16	-1	-0.1	1	-7	-2.8	9
2	C/C(=N\NC(=O)c1c(C)nc2ccccn12)c1ccc(O)cc1O	49	105	-4	4	5	0.3	-9	-24	-2.4	0
3	COC(=O)Cc1[nH]nc2c1C(C1C=CCCC1)C(C#N)=C(N)O2 (configuration not stated)	13	101	·	-4	-2	0.0	0	-3	-1.0	-5
4	C[C@H]1CN([C@@H](C)CO)C(=O)CCCn2cc(nn2)CO[C@@H]1CN(C)C(=O)Nc1cccc(F)c1	0	101	-5	-2	-3	2.1	2	2	-1.0	2
5	CCCNC(=O)C1(C)CCCN(C(=O)c2oc3ccccc3c2C)C1 (configuration not stated)	0	96	-6	-8	5	0.1	-1	10	-0.5	5
6	C=CCn1c(SCC(=O)Nc2ccc3c(c2)OCO3)nnc1-c1ccccc1O	1	84	-8	-8	-3	0.3	-3	14	-0.3	-3
7	Cc1ccc2c(C)nc(Nc3nc(CSc4nc5ccccc5s4)cc(=O)[nH]3)nc2c1	23	93	-15	2	2	-0.1	0	0	-1.4	12
8	Cc1ccc(NC(=O)CN(C)S(=O)(=O)c2cnc[nH]2)cc1C	-1	106	·	-2	-3	-0.4	2	-1	1.6	3
9	COc1ccc(N(C(=O)c2ccccc2C)S(=O)(=O)c2cccs2)cc1	1	98	-6	3	-6	-0.3	3	9	-1.3	-12
10	CC(=O)c1c(C)[nH]c(C(=O)OCc2ccccc2)c1C	-14	98	-4	-19	1	1.9	2	0	-0.7	-6
11	Cc1cc(C)cc(NC(=O)CSc2nc3[nH]ncc3c(=O)[nH]2)c1	10	103	-3	15	-1	-0.1	2	3	0.9	2
12	COc1ccc(NC(=O)CCNC(=O)c2ccco2)c(OC)c1	0	81	-2	8	4	0.1	-1	8	-0.2	4
13	CCOC(=O)CSc1nnc(CNC(=O)c2cccs2)n1-c1cc(OC)ccc1OC	-7	100	·	7	3	-0.3	2	8	-2.2	10
14	O=C(CSc1ccc(Cl)cc1)N1CCN(c2ccc(Cl)cc2[N+](=O)[O-])CC1	-3	102	-7	-2	-4	-0.1	-2	7	-0.6	3
15	c1ccc(N(c2ccccc2)c2nc(-n3ccnc3)nc(-n3ccnc3)n2)cc1	25	95	0	·	-1	-0.2	6	-4	4.0	14
16	C=CCSC(CC)(CC)C(N)=O	2	96	-5	-6	0	-0.1	0	-2	-1.0	4
17	CCC(C)(C)NC(=O)C(c1cccc(OC)c1OC)N(CCOC)C(=O)CCC(=O)Nc1cc(C)on1 (configuration not stated)	-4	99	-6	-3	0	0.0	1	11	-0.2	0
18	c1ccc2sc(C3CCN(Cc4nnnn4Cc4ccc5c(c4)OCO5)CC3)nc2c1	-1	88	-4	-27	5	0.4	-4	0	-0.8	-1
19	CC1(C)N=C(C(=O)c2ccccc2)N(O)C1(C)O (configuration not stated)	-2	95	-5	-6	-2	-0.2	1	-6	-1.9	0
20	O=C(Nc1nc(-c2cccs2)c(-c2cccs2)s1)C1CCCC1	-18	102	-5	-10	-5	-0.4	0	-13	1.5	10
21	CCc1ccc(C(=O)C(C)OC(=O)Cc2n[nH]c(=O)c3ccccc23)cc1 (configuration not stated)	5	104	-6	-5	6	-0.1	15	-4	-4.4	0
22	CSc1nnc2c(n1)OC(c1ccsc1)N(C(C)=O)c1ccccc1-2 (configuration not stated)	4	116	0	·	-2	0.1	-1	4	0.6	3
23	Cc1ccc(C)c(NC(=O)CCN2CC(C)OC(C)C2)c1 (configuration not stated)	3	103	-5	12	-2	-0.1	0	-1	0.0	2
24	C/C(=N\NC(=O)c1nnn(-c2nonc2N)c1C(C)C)c1cc(C)sc1C	-4	99	-6	-20	3	0.0	3	4	1.5	7
25	S=C(NCc1ccccc1)NN1CCOCC1	9	102	-5	·	3	0.3	4	-2	-1.4	14
26	O=S(=O)(CCNCc1ccco1)NCc1ccccc1	10	103	-10	0	6	-0.3	1	-10	-1.3	7
27	CCCC(=O)Nc1ccccc1Sc1ncnc2scc(-c3ccccc3)c12	8	97	-6	-18	-3	0.7	-4	0	-1.2	5
28	O=C(c1cc2ccccc2[nH]1)N1CCOCC1	0	90	-4	5	-2	-0.1	1	7	-0.7	1
29	COc1ccccc1CNCc1ccc2c(c1)OCO2	5	97	-5	7	2	-0.2	1	-6	-0.6	-3
30	CC1(C)CC(=O)C(N=Nc2ccc(-c3ccccc3)cc2)=C(O)C1	-8	98	-6	8	6	1.1	1	7	-4.8	1
31	COc1cc(C(O)c2nc(-c3cccc(C(C)C)c3)cs2)ccc1F (configuration not stated)	-8	98	-2	-15	0	0.6	-3	8	3.5	-2
32	CCC[C@@H]1CCCO[C@@](C(=O)NCCN2CCOCC2)(C(F)(F)F)C1	-3	97	-4	4	3	-0.1	3	-6	-0.1	3
33	OCC[C@@H]1C[C@H](O)[C@@H](O)[C@@]2(OCc3cc(C(F)(F)F)ccc32)O1	1	99	-9	-2	0	0.2	1	1	-1.6	9
34	COCCn1c(SCC(=O)NC2CC2)nnc1-c1ccc(Cl)cc1	4	96	-2	14	3	-0.1	1	-3	1.7	9
35	CCC(=O)N(CCC1(c2ccccc2OC)CCOC(C(C)C)C1)Cc1ccco1 (configuration not stated)	0	100	-5	0	-5	0.2	-1	-3	-1.5	7
36	S=C(NNC(=S)Nc1ccccc1)Nc1ccccc1	-9	113	-18	-32	-7	0.1	2	0	1.4	-7
37	O=C(Nc1c(C(=O)O)[nH]c2ccccc12)NC1CCCCC1	-5	105	·	1	-7	0.6	1	-5	-1.3	-2
38	CN(c1ccccc1)S(=O)(=O)c1ccc(C(=O)N2CCN(c3ccccc3F)CC2)cc1	-1	97	-6	-5	6	-0.2	-3	-7	-1.3	-5
39	Clc1ccccc1Cc1noc(CN2CCSCC2)n1	1	98	-3	-1	0	-0.4	1	-3	1.2	-3
40	CC1CCCN(C(=O)Cc2cn(Cc3cccc(Cl)c3)c3ccccc23)C1 (configuration not stated)	-10	160	-5	-15	-8	0.3	-6	0	0.2	4
41	CCN(CC(=O)NCc1cccs1)c1nnnn1-c1ccccc1	3	100	·	·	-5	0.6	-3	1	-1.6	-2
42	CCC(NC(=O)Cc1c(C)c2c(cc(C)c3c(C)c(C)oc32)oc1=O)C(=O)O (configuration not stated)	-3	96	-7	-14	6	0.5	0	2	0.8	8
43	Nn1cc(-c2ccccc2)nc1SCC(=O)N1CCN(S(=O)(=O)c2ccccc2)CC1	-3	95	-4	·	-5	0.3	3	2	-1.8	5
44	CCCc1[nH]nc2c1C(c1ccc(Br)s1)C(C#N)=C(N)O2 (configuration not stated)	-4	104	·	-2	3	-0.3	?	-7	-2.1	-11
45	O=C(Nc1ccccc1)c1cc(S(=O)(=O)Nc2cccnc2)ccc1Cl	1	94	-10	-7	-6	0.3	2	3	-3.3	-1
46	CC1(Cc2cccc(C(F)(F)F)c2)C(=O)Nc2c(Cl)ccc(Cl)c21 (configuration not stated)	-4	102	-4	-5	9	0.1	-1	2	7.0	11
47	O=C(Cc1ccc(Br)cc1)Nc1ccc(Cl)cc1	-10	95	-4	16	-1	0.5	0	25	0.4	-4
48	CCCN1C(=O)/C(=C2/C=Cc3ccccc3N2CC)SC1=S	-3	127	-37	-4	3	-0.8	-2	1	-4.1	-3
49	O=C(NCC(F)(F)F)Nc1nnc(C(F)(F)F)s1	6	94	·	-7	0	0.1	-2	-16	-0.1	0
50	Cc1cc(F)ccc1NS(=O)(=O)c1cccc2nsnc12	0	99	-12	2	5	-0.1	1	5	-1.9	15
51	COc1ccc(N(C(=O)c2cc3ccccc3oc2=O)C2C=CS(=O)(=O)C2)cc1 (configuration not stated)	10	98	-3	-12	4	0.3	1	1	-1.2	2
52	O=C1CCCC/C1=C/Nc1cccc(C(F)(F)F)c1	-9	102	-5	4	3	0.8	0	-3	-2.2	0
53	C1CCN(Cc2nnnn2C2CCCC2)CC1	0	103	-5	-8	3	0.5	2	7	1.6	13
54	Cc1cc2c(c(=O)o1)C1(C(=O)N(C)c3ccccc31)C(C#N)=C(N)O2 (configuration not stated)	9	97	-5	35	-2	0.0	0	0	-1.5	-2
55	CN(C(=O)COC(=O)c1ccccc1OCc1ccc(F)cc1)C1CCS(=O)(=O)C1 (configuration not stated)	8	89	-6	-3	2	0.4	1	11	-1.6	-5
56	CCOC(=O)C1=NN(C(=O)c2ccc(C)cc2)C(O)(c2ccc(Cl)cc2)C1 (configuration not stated)	37	98	-6	-3	-6	-0.1	3	-1	-4.5	2
57	O=C(Nc1nc2ccc(F)cc2s1)c1cccc(S(=O)(=O)N2CCc3ccccc32)c1	-6	94	-1	-13	2	-0.2	-4	-1	-3.2	-1
58	NC(=O)c1ccsc1NC(=O)COC(=O)Cc1ccccc1[N+](=O)[O-]	-13	94	-11	-9	-3	0.3	-1	12	1.4	5
59	CCCCCCCCN1C(=O)[C@H](CC(=O)N2CCCC2)C[C@@]2(C(=O)OC)CCCCC=C12	·	101	-3	·	7	-0.1	·	·	·	·
60	CCc1c(C(=O)Nc2ccccc2C(N)=O)csc1C	-7	99	-5	·	-1	-0.3	2	5	2.5	9

# The list goes on.
cpd	SMILES	Cardio protect	ABCB6 inh 2	CaV13 ICDI inh	Vif inh	HTR2A ag	aDG glyco up	N-glyco inh	PDI inh	MC4R barr agon	MC4R antag cAMP
61	N#Cc1ccc(OC(=O)c2cnccn2)cc1	-6	98	-3	26	4	-0.1	3	4	-0.1	-6
62	N#Cc1ccc(N2CCc3ccccc3C2)c([N+](=O)[O-])c1	0	101	-2	0	-9	0.0	-5	-19	1.3	6
63	CCCN1CCN(C(=O)C2CCCN(c3ncnc4c3nc3n4CCCCC3)C2)CC1 (configuration not stated)	0	99	-4	-3	1	0.0	2	5	0.1	3
64	CN1CCN(C(=O)C2CCCN(S(=O)(=O)c3ccc(F)cc3)C2)CC1 (configuration not stated)	4	98	-2	1	-2	0.2	2	-6	-0.6	6
65	CSc1nsc(N/N=C/c2ccc3c(c2)OCO3)c1C#N	-13	95	-4	-6	-22	0.3	-6	-1	-0.5	23
66	Cc1ccc(Sc2ncccc2C(=O)NCc2cc([N+](=O)[O-])ccc2O)c(C)c1	1	105	-2	·	2	0.1	·	-7	-1.8	-10
67	COCCn1c(C(C)C)nc2oc3ccccc3c(=O)c2c1=O	6	99	·	7	6	-0.3	3	-1	0.0	14
68	CCOc1ccc(-n2c(-c3ccc(OC)cc3)c[n+]3c2CCCCC3)cc1	-4	93	-20	-2	1	0.4	-1	-4	1.5	6
69	Oc1ccc2cccnc2c1	-10	89	-15	-5	-1	-0.3	2	3	-0.5	-3
